Nrf2 activator: qHTS of Nrf2 Activators; AREc32 ARE-luciferase reporter (MCF7-derived line), luminescence, 24 h; Potency, µM (top dose mostly 46.1 µM), for inactives: at the highest dose activation, usual class: activators; 410,000 compounds, 0.31% hits; AID 624171, 2012; note: potency is the fitted concentration of half-maximal effect; % of control where 0% means no effect; nearly all actives have a fitted effect of over 65% in size
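Nrf2 activation is followed as ARE-luciferase induction in the AREc32 line after one day of compound treatment; luminescence is read with Steady-Glo.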
S2 tox: Viability Counterscreen for Primary qHTS for Inhibitors of ATXN expression; S2 cells (HEK-293 line with an ATXN2-luciferase reporter) viability, CellTiter-Fluor protease fluorescence, 24 h; Potency, µM (doses to about 56.7 µM), hits mostly cytotoxic; 400,000 compounds, 0.49% hits; AID 651635, 2014; note: potency is the fitted concentration of half-maximal effect; nearly all actives have a fitted effect of over 40% in size
pAkt inh: HTS Assay for Inhibitors of Akt Phophorylation: Primary Screen; Neuro2A IGF-stimulated pAkt S473 HTRF, 20 min; active compounds read low; activity change, % for hits at 50 µM; 360,000 compounds, 0.32% hits; AID 651550, 2012; in the data active = activity change below about -80%; inconclusive = mostly about -51% to -80%; note: % is set by controls: 0 for no effect and ±100 for the full control effect
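Neuro2A cells (4,500/well, DMEM with 0.5% FBS) were treated with compound at a single 50 µM final concentration, stimulated with 6 nM IGF for 20 min at 37 °C, and lysed. Phospho-Akt Ser473 was read by HTRF as 665/615 ratio ×10^4.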
A549 tox: Nrf2 qHTS screen for inhibitors: counterscreen for cytotoxicity | AID 504648, 2011 | 390,000 compounds, 0.16% hits | A549 ARE-Fluc cells, CellTiter-Fluor viability, 18-24 h | Potency, µM (top dose mostly 46 µM), without a hit: at the highest dose activity change, negative = cytotoxicity, usual class: inhibitors; note: potency is the fitted concentration of half-maximal effect; % is set by controls: 0 for no effect and ±100 for the full control effect
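A549 ARE-Fluc cells in 5% FBS OPTI-MEM, 5000 cells/well, rested 2 h then exposed to compounds in concentration-response for 18-24 h at 37 °C. Viability by CellTiter-Fluor fluorescence (Ex 405/Em 525) after 30 min; luciferase luminescence (BugLite, 15 min, RT) read afterwards.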
TGFb inhibitor: qHTS for Inhibitors of TGF-b. Potency, µM (highest dose often 46.1 µM), for the others: at the top dose activity, negative = inhibition, usual class: inhibitors. HepG2 CAGA-GFP TGF-b/SMAD3 reporter, GFP fluorescence, 18 h; TGF-beta stimulated, 500 pg/mL final. 410,000 compounds, 1.2% hits. AID 588855, 2011; note: potency is the fitted concentration of half-maximal effect; % is set by controls: 0 for no effect and ±100 for the full control effect; nearly all actives have a fitted effect of over 65% in size
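First, reporter cells (HEPG2 CAGA-GFP) rested 2 h at 37 degrees C. Next, compounds were pinned in and TGF-beta added to 500 pg/mL final. After 18 h, GFP was imaged per cell and summed per well.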
CCT modulator: High-Throughput Screening for Modulators of Cytosolic Chaperonin Activity. AID 651819, 2012. 360,000 compounds, 0.3% hits. purified chaperonin ATPase assay, HTRF ADP detection, 30 min. activity change, % (test concentration not listed), hits read low; in the data active = activity change below about -30%; note: % is set by controls: 0 for no effect and ±100 for the full control effect
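TRiC (40 or 20 nM final, by batch activity) in 30 mM Tris pH 7.4, 100 mM KCl, 5 mM MgCl2, 1 mM DTT was treated with compound at 76 uM single dose, then 10 uM ATP, 30 min at 37 °C. ADP was read by HTRF Transcreener.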
Nrf2 inh: Nrf2 qHTS screen for inhibitors. A549 ARE-Fluc reporter, luciferase luminescence, 18-24 h. Potency, µM (titrated, usually from 46 µM), for inactives: at the top dose activity change, negative = inhibition, hits mostly inhibitors. 360,000 compounds, 2.1% hits. AID 504444, 2011; note: potency is the fitted concentration of half-maximal effect; % is set by controls: 0 for no effect and ±100 for the full control effect; nearly all actives have a fitted effect of over 60% in size
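Reporter: ARE-Fluc in A549. Exposure: 18-24 h, 37 °C, 5% CO2, 5% FBS OPTI-MEM. Readouts: fluorescent cytotoxicity (CellTiter-Fluor), then luminescent Nrf2 signal after BugLite.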
HepG2 viability: qHTS for Inhibitors of TGF-b: Cytotox Counterscreen | 410,000 compounds, 0.76% hits | Potency, µM (highest dose often 46.1 µM), for the others: at the top dose activity change, negative = cytotoxicity, hits mostly cytotoxic | HepG2 CAGA-GFP viability, ATP luminescence, 18 h; note: potency is the fitted concentration of half-maximal effect; some results filed as inactive show a strong effect at the top dose
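CellTiter-Glo luminescence gave cytotoxicity after 18 hours at 37 degrees C. The cells were HepG2 CAGA-GFP in 1% FBS DMEM, stimulated with 500 pg/mL TGF-beta after compound addition. %Activity was normalised to no-cell wells (complete cell-killing) and DMSO (no toxicity), and curves were fitted and classified.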
Mm-Cpn inhibitor: Inhibitors of TCP-1 ring complex (TRiC) of Methanococcus maripaludis (MmCpn): qHTS. AID 504842, 2011. purified Mm-Cpn ATPase, ADP Transcreener TR-FRET. 330,000 compounds, 0.031% hits. Potency, µM (top dose mostly 76.9 µM), for the others: at the highest dose activity, negative = inhibition, most hits filed as inhibitors; note: potency is the fitted concentration of half-maximal effect; % is set by controls: 0 for no effect and ±100 for the full control effect; nearly all actives have a fitted effect of over 80% in size
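Purified archaeal Mm-CPN (25nM final) preincubated 10 min at 37degC with compound, then 10uM ATP for 30 min at 37degC; ADP measured by HTRF Transcreener TR-FRET; buffer 30 mM TRIS pH 7.4, 100mM KCl, 5mM MgCl2, 1mM DTT.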
Starred values were filed as active, the others as inactive. Unless noted, calls come from the whole dose curve; as a rule, active = well fitted curve in the direction sought with a large enough effect; inconclusive = small, poorly fitted or top-dose-only effect, or another doubt; inactive = no such curve, though single readings can be large; an effect the other way counts as inactive or inconclusive. Hits appear at their usual frequency, and some 4.4% of all compounds hit somewhere here.

For COc1ccc(O)c(/C=N/Nc2nc(Nc3ccccc3)nc(-n3nc(C)cc3C)n2)c1 the results were Nrf2 activator -2.7%, S2 tox inconclusive, pAkt inh inactive, A549 tox inconclusive, TGFb inhibitor inconclusive, CCT modulator 0.4, HepG2 viability -48% and Mm-Cpn inhibitor -4%.
Screening CC(NC(=O)COC(=O)c1ccccc1Nc1ccccc1)c1ccccc1 (centres undefined) returned Nrf2 activator -0.7%, S2 tox inactive, pAkt inh inactive, A549 tox -2%, TGFb inhibitor -7%, CCT modulator -1.4, Nrf2 inh -9%, HepG2 viability 7% and Mm-Cpn inhibitor -1%.
Screening O=C(Nc1cccc(-c2nc3ccccc3[nH]2)c1)c1ccccn1 returned Nrf2 activator -0.4%, S2 tox inactive, pAkt inh inactive, A549 tox 5%, TGFb inhibitor 5%, CCT modulator -0.4, Nrf2 inh inconclusive, HepG2 viability -8% and Mm-Cpn inhibitor 3%.
For Cc1ccc(S(=O)(=O)NCc2cn3ccsc3n2)c(C)c1 the results were Nrf2 activator 5.5%, S2 tox inactive, pAkt inh inactive, A549 tox -1%, TGFb inhibitor -21%, CCT modulator 2.0, Nrf2 inh 26%, HepG2 viability -1% and Mm-Cpn inhibitor -1%.
`CCC(C)NCCCCOc1ccc(C)cc1[N+](=O)[O-]` (centres undefined) gave Nrf2 activator 0.0%, S2 tox inactive, A549 tox 0%, TGFb inhibitor -3%, CCT modulator -2.4, HepG2 viability -17% and Mm-Cpn inhibitor 0%.
For Cc1cccc(OCCCC(=O)N2CCCCCC2)c1C the results were Nrf2 activator 4.1%, pAkt inh inactive, A549 tox -2%, TGFb inhibitor -9%, CCT modulator -9.2, Nrf2 inh 6%, HepG2 viability -31% and Mm-Cpn inhibitor -9%.
`N#CC1(c2ccccc2)CCCN1C(=O)c1ccccc1Cl` (centres undefined) gave Nrf2 activator -0.3%, S2 tox inactive, pAkt inh inactive, A549 tox -3%, TGFb inhibitor -8%, CCT modulator -3.5, HepG2 viability 2% and Mm-Cpn inhibitor -1%.
CC(=O)n1cc([C@@H]2C=C(C(=O)NCc3ccccc3)O[C@H](OCc3ccc(CO)cc3)C2)c2ccccc21 was read as Nrf2 activator 12%, S2 tox inconclusive, pAkt inh inactive, A549 tox -16%, TGFb inhibitor inconclusive, CCT modulator 0.5, Nrf2 inh -23%, HepG2 viability -29% and Mm-Cpn inhibitor -4%.
Screening CC[C@H](C)[C@H](NC(=O)c1ccc(Cl)cc1)C(=O)OCC(=O)c1c(N)n(C)c(=O)n(C)c1=O returned Nrf2 activator 2.5%, S2 tox inactive, pAkt inh inactive, A549 tox 1%, TGFb inhibitor -8%, CCT modulator -0.6, Nrf2 inh 3%, HepG2 viability -3% and Mm-Cpn inhibitor -2%.
For CC(On1c(-c2ccccc2)nc2ccc(Cl)cc21)C(=O)O (centres undefined) the results were Nrf2 activator 3.5%, S2 tox inactive, pAkt inh inactive, A549 tox -2%, TGFb inhibitor -2%, CCT modulator -2.3, Nrf2 inh 11%, HepG2 viability -2% and Mm-Cpn inhibitor -1%.
Screening COCCNC(=O)c1cc2c(-c3ccccc3F)nn(C)c2s1 returned Nrf2 activator 4.3%, S2 tox inactive, pAkt inh inactive, A549 tox -7%, TGFb inhibitor 11%, CCT modulator -3.2, Nrf2 inh inconclusive, HepG2 viability -19% and Mm-Cpn inhibitor -1%.
`CCOC(=O)C(=O)NNc1ccc(Cl)cc1` gave Nrf2 activator 0.9%, S2 tox inactive, pAkt inh inactive, A549 tox 0%, TGFb inhibitor 0%, CCT modulator 0.9, Nrf2 inh -5%, HepG2 viability -7% and Mm-Cpn inhibitor 0%.
`Cc1cc(OC(C)C(=O)Nc2ccccc2C(=O)N2CCCC2)ccc1Cl` (centres undefined) gave Nrf2 activator -1.5%, S2 tox inconclusive, pAkt inh inactive, A549 tox -2%, TGFb inhibitor inconclusive, CCT modulator 0.0, Nrf2 inh -13%, HepG2 viability -14% and Mm-Cpn inhibitor -1%.
COc1cccc(NC(=O)[C@H](CC(C)C)NC(=O)N2CCn3c2nc2ccccc23)c1 was read as Nrf2 activator 0.0%, S2 tox inconclusive, pAkt inh inactive, A549 tox inconclusive, TGFb inhibitor inconclusive, CCT modulator -1.0, Nrf2 inh -25%, HepG2 viability -7% and Mm-Cpn inhibitor 2%.
COc1ccccc1C(=O)n1nc(-c2ccc(Cl)cc2)nc1N was read as Nrf2 activator 2.4%, S2 tox inactive, pAkt inh inactive, A549 tox 0%, TGFb inhibitor 2%, CCT modulator -8.5, Nrf2 inh 17%, HepG2 viability -4% and Mm-Cpn inhibitor 2%.
Cc1ccccc1CCNC(=O)Cn1ccc2cc(S(=O)(=O)N3CCCC3)ccc21 was read as Nrf2 activator -0.5%, S2 tox inactive, pAkt inh inactive, A549 tox 11%, TGFb inhibitor 2%, CCT modulator 2.9, Nrf2 inh 23%, HepG2 viability -8% and Mm-Cpn inhibitor 1%.
`Cc1c(N2C(=O)/C(=C\C3CC=CCC3)SC2=S)c(=O)n(-c2ccccc2)n1C` (centres undefined) gave Nrf2 activator 25%, S2 tox inconclusive, pAkt inh inactive, A549 tox -27%, TGFb inhibitor -3%, CCT modulator -4.6, Nrf2 inh inconclusive, HepG2 viability -26% and Mm-Cpn inhibitor 2%.
Screening COc1ccc(CC(=O)OC(C)CN2CCOCC2)cc1 (centres undefined) returned Nrf2 activator -0.8%, S2 tox inactive, pAkt inh inactive, A549 tox 5%, TGFb inhibitor inconclusive, CCT modulator 0.4, Nrf2 inh 7%, HepG2 viability 5% and Mm-Cpn inhibitor 2%.
Screening COc1ccccc1N1CC(C(=O)Nc2nnc(SC)s2)CC1=O (centres undefined) returned Nrf2 activator 1.8%, S2 tox inactive, pAkt inh inactive, A549 tox 1%, TGFb inhibitor inconclusive, CCT modulator -0.8, Nrf2 inh -27%, HepG2 viability -13% and Mm-Cpn inhibitor 0%.
For COc1ccc(C2/C(=C(/O)c3ccccc3)C(=O)C(=O)N2c2ccccn2)c(OC)c1 (centres undefined) the results were Nrf2 activator 0.2%, A549 tox 4%, TGFb inhibitor 0%, CCT modulator 1.3, Nrf2 inh 0%, HepG2 viability 0% and Mm-Cpn inhibitor 2%.
For O=C(CN1C(=O)/C(=C\c2ccccc2Cl)Sc2ccccc21)NCCCN1CCOCC1 the results were Nrf2 activator inconclusive, S2 tox inconclusive, pAkt inh inactive, A549 tox inconclusive, TGFb inhibitor 0%, CCT modulator -1.1, Nrf2 inh 21µM*, HepG2 viability -24% and Mm-Cpn inhibitor 0%.
`O=C(NCc1ccccn1)C1CCN(S(=O)(=O)c2cccs2)CC1` gave Nrf2 activator 0.1%, S2 tox inactive, pAkt inh inactive, A549 tox -2%, TGFb inhibitor 3%, CCT modulator -0.7, Nrf2 inh -3%, HepG2 viability -12% and Mm-Cpn inhibitor -3%.
Screening CCN(c1cccc(C)c1)S(=O)(=O)c1cc2c3c(c1)CCC(=O)N3CCC2 returned Nrf2 activator 0.4%, S2 tox inactive, pAkt inh inactive, A549 tox 6%, TGFb inhibitor -6%, CCT modulator 0.9, Nrf2 inh inconclusive, HepG2 viability -14% and Mm-Cpn inhibitor 1%.
Screening Cc1cc(Cl)ccc1OCCCC(N)=O returned Nrf2 activator 1.6%, S2 tox inactive, pAkt inh inactive, A549 tox -9%, TGFb inhibitor 9%, CCT modulator -0.6, Nrf2 inh inconclusive, HepG2 viability -1% and Mm-Cpn inhibitor -2%.
For Cc1ccc(NC(=O)CCC(=O)NNC(=O)c2ccccc2Cl)c(C)c1 the results were Nrf2 activator 0.6%, S2 tox inactive, pAkt inh inactive, A549 tox 0%, TGFb inhibitor 2%, CCT modulator 2.1, Nrf2 inh 2%, HepG2 viability -3% and Mm-Cpn inhibitor 2%.
`Cc1nc2ccccc2c2oc(C(=O)NCc3ccc4c(c3)OCO4)cc12` gave Nrf2 activator 3.4%, S2 tox inactive, pAkt inh inactive, A549 tox -8%, TGFb inhibitor inconclusive, CCT modulator 0.7, Nrf2 inh inconclusive, HepG2 viability 2% and Mm-Cpn inhibitor 1%.
`Cc1ccc(C2CC(=O)N3CN(Cc4ccco4)CSC3=C2C#N)cc1` (centres undefined) gave Nrf2 activator 2.6%, S2 tox inactive, pAkt inh inactive, TGFb inhibitor 10%, CCT modulator -2.5, Nrf2 inh 9%, HepG2 viability 1% and Mm-Cpn inhibitor 0%.

3 entries out of the list, sorted by molecular weight, rising.
Screening Cc1cc(Cl)ccc1OCCCC(N)=O returned Nrf2 activator 1.6%, S2 tox inactive, pAkt inh inactive, A549 tox -9%, TGFb inhibitor 9%, CCT modulator -0.6, Nrf2 inh inconclusive, HepG2 viability -1% and Mm-Cpn inhibitor -2%.
`CCOC(=O)C(=O)NNc1ccc(Cl)cc1` gave Nrf2 activator 0.9%, S2 tox inactive, pAkt inh inactive, A549 tox 0%, TGFb inhibitor 0%, CCT modulator 0.9, Nrf2 inh -5%, HepG2 viability -7% and Mm-Cpn inhibitor 0%.
For COc1ccc(O)c(/C=N/Nc2nc(Nc3ccccc3)nc(-n3nc(C)cc3C)n2)c1 the results were Nrf2 activator -2.7%, S2 tox inconclusive, pAkt inh inactive, A549 tox inconclusive, TGFb inhibitor inconclusive, CCT modulator 0.4, HepG2 viability -48% and Mm-Cpn inhibitor -4%.

Screens (PubChem BioAssay)
